Compound activity from PubChem.
AmpC no deterg – qHTS Inhibitors of AmpC Beta-Lactamase (assay without detergent); P00811; AmpC nitrocefin hydrolysis, absorbance 480 nm, 0.0001% Triton; Potency, µM (doses to about 57.1 µM), for inactives: at the highest dose activity change, negative = inhibition, most hits filed as inhibitors; 0.52% of 330,000 active; AID 485341, 2010;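 also: potency is read from the fitted curve at half-maximal effect; plate controls were no compound for no effect and no enzyme for full effect; nearly all actives have a fitted effect of over 20% in size; some results filed as inactive show a strong effect at the top dose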
Target sequence (P00811 whole entry, looked up): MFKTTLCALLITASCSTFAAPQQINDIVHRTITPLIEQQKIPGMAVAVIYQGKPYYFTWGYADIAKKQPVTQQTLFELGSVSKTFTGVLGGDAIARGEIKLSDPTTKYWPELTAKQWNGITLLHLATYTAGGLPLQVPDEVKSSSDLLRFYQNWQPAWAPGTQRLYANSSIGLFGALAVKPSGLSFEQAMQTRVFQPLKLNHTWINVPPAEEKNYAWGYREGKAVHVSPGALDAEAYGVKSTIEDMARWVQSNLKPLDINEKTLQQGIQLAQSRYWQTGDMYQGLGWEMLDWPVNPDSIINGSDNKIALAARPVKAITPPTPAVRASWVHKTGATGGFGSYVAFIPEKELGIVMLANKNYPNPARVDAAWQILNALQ
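20 mM phosphate pH 7.0 + 0.01% (detergent screen) or 0.0001% Triton X-100; 5.3 nM AmpC reagent; cpd preinc 15 min RT; nitrocefin (800 uM stock) to start; A480 q20 s × 4 min; Activity was normalised to no-enzyme and no-compound control wells.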
FBPA Giardia inh – qHTS Assay for Inhibitors of Fructose-1,6-bisphosphate Aldolase from Giardia Lamblia. Potency, µM (doses to about 59.6 µM), inactives show at the top dose activity, negative = inhibition, hits mostly inhibitors. 0.71% of 290,000 active. purified Giardia FBPA. AID 2451, 2010; also: potency is read from the fitted curve at half-maximal effect; nearly all actives have a fitted effect of over 55% in size
Target sequence (A8B2U2 whole entry, looked up): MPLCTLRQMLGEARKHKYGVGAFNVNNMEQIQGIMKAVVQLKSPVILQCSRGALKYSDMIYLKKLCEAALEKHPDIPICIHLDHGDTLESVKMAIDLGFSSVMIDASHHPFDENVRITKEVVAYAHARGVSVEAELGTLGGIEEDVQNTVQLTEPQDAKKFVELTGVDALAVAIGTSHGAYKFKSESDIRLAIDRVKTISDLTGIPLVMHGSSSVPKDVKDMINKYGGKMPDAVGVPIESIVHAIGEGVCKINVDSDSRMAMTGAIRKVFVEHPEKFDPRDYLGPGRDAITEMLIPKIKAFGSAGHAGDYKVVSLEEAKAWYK
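Giardia FBPA (40 nM reagent) was preincubated 10 min at RT with compound (up to 57.5 uM final), then substrate plus GAPDH/TPI/NAD/arsenate coupling system with diaphorase/resazurin was added; resorufin fluorescence (525/598 nm) was read after 20 min.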
AMA1-RON2 inh – qHTS for Inhibitors of AMA1-RON; Towards Development of Antimalarial Drug Lead: Primary Screen. Potency, µM (top dose mostly 58.2 µM), inactives show at the highest dose activity change, negative = inhibition, most hits filed as inhibitors. AlphaScreen AMA1-biotinylated RON2 peptide binding. 0.2% of 360,000 active. Plasmodium falciparum AMA1 (3D7) - RON2 peptide interaction;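 also: potency is read from the fitted curve at half-maximal effect; 0% = vehicle wells and -100% = peptide control; nearly all actives have a fitted effect of over 45% in size; some results filed as inactive show a strong effect at the top dose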
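AMA1 (3D7) with his tag at 25 nM final met compounds first, then biotinylated RON2 peptide at 25 nM; detection used donor plus acceptor beads, 10 µg/mL apiece, read by AlphaScreen after 30 min at room temperature.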
Sm TGR inh – qHTS Assay for the Inhibitors of Schistosoma Mansoni Peroxiredoxins; Potency, µM (series often up to 114 µM), without a hit: top-dose activity change, negative = inhibition, usual class: inhibitors; purified TGR, DTNB reduction, TNB absorbance 405 nm; Schistosoma mansoni thioredoxin glutathione reductase (TGR), Q962Y6; AID 485364, 2010; 3% of 360,000 active; also: potency is read from the fitted curve at half-maximal effect; nearly all actives have a fitted effect of over 60% in size
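Kinetic colorimetric format: TGR-catalysed, NADPH-driven DTNB reduction monitored via TNB absorbance. Enzyme dispensed at 20 nM; compound exposure 15 min at room temperature before reaction start.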
HCMV antiviral – qHTS Assay for inhibitors of the human cytomegalovirus (HCMV); activity change, negative = inhibition, % at 57.5 µM; AID 1259415, 2018; 4.5% of 410,000 active; HFF cells, HCMV-luciferase reporter, 72 h; stronger effect = lower value; in the data active = activity change below about -60%; inconclusive = no clear call, values can overlap the other calls; inactive = above about -39%
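Screen run at 2 compound doses on HFFs infected with reporter HCMV, MOI 1 PFU/cell. Luciferase activity from cell lysates at 72 h post infection gave inhibition relative to buffer-only and Salinomycin wells.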
AmpC inh detg – qHTS Inhibitors of AmpC Beta-Lactamase (assay with detergent); P00811; AmpC hydrolysis of nitrocefin, absorbance 480 nm, 0.01% Triton; 0.041% of 370,000 active; AID 485294, 2010; Potency, µM (top dose mostly 114 µM), for inactives: top-dose activity change, negative = inhibition, most hits filed as inhibitors;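 also: potency is read from the fitted curve at half-maximal effect; 0% = no-compound wells and -100% = no-enzyme wells; nearly all actives have a fitted effect of over 25% in size; some results filed as inactive show a strong effect at the top dose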
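20 mM phosphate pH 7.0 + 0.01% (detergent screen) or 0.0001% Triton X-100; 5.3 nM AmpC reagent; cpd preinc 15 min RT; nitrocefin (800 uM stock) to start; A480 q20 s × 4 min; Activity was normalised to no-enzyme and no-compound control wells.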
* = called active by the depositor; ? = inconclusive; nt = no result given; [ ] = another dose, or the depositor's remark. Unless noted, calls follow the shape of the dose curve; as a rule, active = well fitted curve in the direction sought with a large enough effect; inconclusive = small, poorly fitted or top-dose-only effect, or another doubt; inactive = no such curve, though single readings can be large; an effect the other way counts as inactive or inconclusive. Unless noted, % is scaled to controls: 0 for no effect and ±100 for the full control effect.

SMILES | AmpC no deterg | FBPA Giardia inh | AMA1-RON2 inh | Sm TGR inh | HCMV antiviral | AmpC inh detg
N#Cc1ccccc1OCc1nnc(-c2ccccc2Br)o1 | -7% | -21% | -2% | -10% | 73 | 9%
O=C(NCCc1ccccc1)C1CCC(=O)N(Cc2ccc(Cl)cc2)C1 (stereo unspecified) | 95%[activator] | nt | -8% | 4% | 6 | 0%
Cc1cc(NC(=O)CN2C(=O)NC(C)(c3ccc(OC(F)F)cc3)C2=O)no1 (stereo unspecified) | -6% | 3% | 18% | -1% | -9 | 0%
CCOc1cc(S(=O)(=O)NCCc2ccc(OC)c(OC)c2)c(OCC)cc1-n1cnnn1 | 55% | -2% | 0% | -7% | ? | ?
COc1ccc(C(c2nnnn2C(C)(C)C)N2CCN(c3nc4ccccc4s3)CC2)cc1 (stereo unspecified) | 84%[activator] | -1% | -3% | -14% | 28 | -5%
O=C(Cn1c(=O)oc2cc(S(=O)(=O)N3CCCCCC3)ccc21)NC1CCCCC1 | 0% | 2% | 0% | 0% | -4 | -14%
O=C(c1ccc(Br)cc1)N1CCC2(CC1)NCCc1[nH]cnc12 | -11% | nt | 4% | -4% | -1 | 5%
C#CCNC(=O)C1=C[C@@H](C2CCCCC2)[C@H](CCCO)[C@@H](OCC)O1 | 98%[activator] | 0% | 9% | 40µM* | ? | 12%
CCCCN(CC)S(=O)(=O)c1ccc(C(=O)N(CCCN(C)C)c2nc3cc(C)cc(C)c3s2)cc1 | 224%[activator] | -6% | ? | 1% | ? | -11%
COc1cc(C2C(C#N)=C(N)OC3=C2C(=O)CC(C)(C)C3)cc([N+](=O)[O-])c1O (stereo unspecified) | -8% | -29% | -7% | -1% | -32 | -2%
CCOc1cc(CNn2cnnc2)cc(Br)c1OCC(=O)NC1CCCCC1 | 120%[activator] | 3% | -11% | -1% | 20 | -1%
COc1ccc(S(=O)(=O)N2CCC(n3cnc4ccccc43)CC2)cc1 | 12% | 2% | 4% | -20% | 9 | 0%
O=C(CNCC1CCCCC1)Nc1ccc(N2CCCCC2)cc1 | -3% | ? | nt | 0% | nt | -4%
O=C(c1ccncc1)N1N=C2CCCCCC2C1(O)C(F)(F)F (stereo unspecified) | 31% | 4% | 10% | -8% | ? | 1%
CCOc1ccc(C(=O)CCC(=O)Nc2ncccc2O)cc1 | -37% | nt | 29% | ? | 21 | -6%
CCC(C)N(C(=O)COc1ccc(NC(C)=O)cc1)C1CCS(=O)(=O)C1 (stereo unspecified) | -34% | 5% | -4% | -2% | 40 | -2%
O=C(CN1C(=O)/C(=C\c2ccccc2Br)Oc2ccccc21)NCCCN1CCOCC1 | 218%[activator] | nt | -1% | -9% | 22 | -4%
O=C1NC(=O)C(CCc2ccncc2)(Cc2ccc3c(c2)OCO3)C(=O)N1CCc1ccccc1 (stereo unspecified) | 12% | 4% | 24% | -14% | 11 | -9%
COc1cc2c(cc1OC)C(C)N(C(=O)c1cccc([N+](=O)[O-])c1)CC2 (stereo unspecified) | 21% | 7% | -12% | 2% | -74* | -2%
CCC12CN3CC(CC)(CN(C1)C3c1ccccc1Cl)C2O (stereo unspecified) | -9% | 0% | 24% | -23% | -10 | -13%

One compound at a time, as listed above.
Entry for CCC(C)N(C(=O)COc1ccc(NC(C)=O)cc1)C1CCS(=O)(=O)C1 (stereo unspecified) : AmpC no deterg = -34%; FBPA Giardia inh = 5%; AMA1-RON2 inh = -4%; Sm TGR inh = -2%; HCMV antiviral = 40; AmpC inh detg = -2%
Entry for O=C(CNCC1CCCCC1)Nc1ccc(N2CCCCC2)cc1 : AmpC no deterg = -3%; FBPA Giardia inh = ?; AMA1-RON2 inh = nt; Sm TGR inh = 0%; HCMV antiviral = nt; AmpC inh detg = -4%
Entry for COc1ccc(S(=O)(=O)N2CCC(n3cnc4ccccc43)CC2)cc1 : AmpC no deterg = 12%; FBPA Giardia inh = 2%; AMA1-RON2 inh = 4%; Sm TGR inh = -20%; HCMV antiviral = 9; AmpC inh detg = 0%

Laid out differently: entries from further up
SMILES,AmpC no deterg,FBPA Giardia inh,AMA1-RON2 inh,Sm TGR inh,HCMV antiviral,AmpC inh detg
CCOc1ccc(C(=O)CCC(=O)Nc2ncccc2O)cc1,-37%,nt,29%,?,21,-6%
CCC(C)N(C(=O)COc1ccc(NC(C)=O)cc1)C1CCS(=O)(=O)C1 (stereo unspecified),-34%,5%,-4%,-2%,40,-2%

Further results
SMILES | AmpC no deterg | FBPA Giardia inh | AMA1-RON2 inh | Sm TGR inh | HCMV antiviral | AmpC inh detg
Cc1cc([N+](=O)[O-])nn1CC(=O)NNC(=S)Nc1ccc([N+](=O)[O-])cc1 | -16% | 12% | 33%[activator] | 6% | 52 | 2%
CN1C(=O)C2CN(CCc3ccccc3)CNC2N(C)C1=O (stereo unspecified) | -8% | -3% | 3% | 3% | 30 | ?
CC(OC(=O)c1cccc(S(=O)(=O)N2CCOCC2)c1)C(=O)NC1CCCCC1C (stereo unspecified) | 41% | nt | -5% | -5% | -13 | -4%
Cn1c(=O)c2c(nc(NC3CCCCC3)n2CC(=O)C23CC4CC(CC(C4)C2)C3)n(C)c1=O | -9% | -1% | 0% | -10% | 8 | ?
CCOc1cc(/C=N/Nc2ncc(C)c(=O)[nH]2)ccc1O | -20% | -16% | 45%[activator] | -13% | 105 | -6%
CCC(C)(C)NC(=O)C(c1ccccc1)N(Cc1cccnc1)C(=O)c1csnn1 (stereo unspecified) | -13% | 2% | -6% | -4% | 11 | 0%
COc1cc2c3nnc(-c4ccc(F)cc4)c-3cn(Cc3ccc(C)cc3)c2cc1OC | 1% | 3% | -1% | -3% | -19 | ?
Cc1cccc(OCCC(=O)NCC(=O)Nc2cccc(C)c2C)c1 | 1% | 16µM* | 18% | 2% | -1 | ?
O=C(Cc1ccccc1F)N1CCN(S(=O)(=O)c2ccc(Cl)cc2)CC1 | -10% | nt | 0% | -13% | -6 | ?
COc1ccc(CN2CC(=O)N(c3cc(Cl)ccc3C)C2=S)cc1OC | 56% | 3% | -13% | 15% | -17 | -6%
Cn1c(N)c(C(=O)COC(=O)c2ccc([N+](=O)[O-])o2)c(=O)n(C)c1=O | -7% | -26% | -8% | ? | -8 | -10%
CCCCNS(=O)(=O)c1ccc(S(=O)(=O)NCc2ccncc2)cc1 | -12% | 4% | 1% | -9% | -72* | 0%
COc1cccc(NC(=O)c2ccc(NC(=O)C3CC(=O)OC34CCCCC4)cc2)c1 (stereo unspecified) | -22% | 1% | 0% | 7% | ? | 1%
O=C(C(=O)N1CCc2ccccc2C1)c1cn(CC(=O)N2CCCCC2)c2ccccc12 | 85%[activator] | -6% | -6% | -3% | -6 | -5%
CCCn1nnnc1NC(=O)COc1ccc(Cl)c(C)c1 | -29% | 0% | 57%[activator] | 3% | -4 | 0%
CCOC(=O)/C=C1\SCC(=O)N1CC(=O)NC(c1ccccc1)c1ccccc1 | 28µM* | 0% | -1% | -7% | ? | -14%
c1ccc(-c2ccccc2-c2nc(-c3cccnc3)no2)cc1 | 37% | -6% | 1% | -13% | -16 | ?
Cc1cc(NS(=O)(=O)c2ccc(NC(=O)C(C)N3C(=O)c4ccccc4C3=O)cc2)nc(C)n1 (stereo unspecified) | -25% | 0% | 10% | -1% | 21 | -7%
Cc1cc(C)cc(NC(=O)C(OC(=O)c2cccs2)c2ccccc2)c1 (stereo unspecified) | ? | -5% | -11% | -5% | -17 | -14%
O=C(NC1CCCc2c1cnn2-c1ccc(F)cc1F)c1cnccn1 (stereo unspecified) | 1% | -1% | 28% | 2% | -22 | -4%

Among those listed so far, these contain a nitro group on carbon:
SMILES | AmpC no deterg | FBPA Giardia inh | AMA1-RON2 inh | Sm TGR inh | HCMV antiviral | AmpC inh detg
COc1cc(C2C(C#N)=C(N)OC3=C2C(=O)CC(C)(C)C3)cc([N+](=O)[O-])c1O (stereo unspecified) | -8% | -29% | -7% | -1% | -32 | -2%
COc1cc2c(cc1OC)C(C)N(C(=O)c1cccc([N+](=O)[O-])c1)CC2 (stereo unspecified) | 21% | 7% | -12% | 2% | -74* | -2%
Cc1cc([N+](=O)[O-])nn1CC(=O)NNC(=S)Nc1ccc([N+](=O)[O-])cc1 | -16% | 12% | 33%[activator] | 6% | 52 | 2%
Cn1c(N)c(C(=O)COC(=O)c2ccc([N+](=O)[O-])o2)c(=O)n(C)c1=O | -7% | -26% | -8% | ? | -8 | -10%

Continuation.
SMILES | AmpC no deterg | FBPA Giardia inh | AMA1-RON2 inh | Sm TGR inh | HCMV antiviral | AmpC inh detg
COc1ccc(CC(=O)Nc2ccc(S(=O)(=O)Nc3ncccn3)cc2)cc1OC | -11% | 9% | -20% | 9% | -5 | -5%
O=C(O)CCC(NC(=S)Nc1ccccc1)C(=O)O (stereo unspecified) | -10% | -25% | -2% | 84%[activator] | 28 | 5%
Cc1cc(NC(=O)C(C)SCC(=O)N(C)CC(=O)Nc2ccccc2Br)no1 (stereo unspecified) | 0% | nt | -9% | 14% | -24 | -2%
Cc1nnc2n(Cc3ccccc3)c(=O)c3c4c(sc3n12)COC(C(C)C)C4 (stereo unspecified) | -14% | -1% | 2% | -5% | -21 | 3%
Cc1ccc2c(c1)NCC(C(=O)NC1CCC(C)CC1)O2 (stereo unspecified) | 8% | -5% | -5% | -21% | 29 | ?
Cc1c(C)c2ccc(OCC(=O)N3CCC(C(=O)O)CC3)c(C)c2oc1=O | -20% | 5% | -5% | 9% | 3 | ?
Cc1cccc(OCc2ccc(-c3nc(C#N)c(N4CCC(C(N)=O)CC4)o3)o2)c1 | nt | nt | nt | -5% | -15 | -4%
Cc1ccc(NC(=O)CN(C)C(=O)c2ccc(Cl)nc2)cc1 | -2% | -11% | -7% | -6% | 23 | -3%
CC(C)C(NS(=O)(=O)c1ccccc1F)C(=O)N1CCc2ccccc2C1 (stereo unspecified) | 177%[activator] | 7% | 0% | -1% | -17 | 1%
O=C(NC(=S)NC(CO)Cc1ccccc1)c1ccc(F)cc1 (stereo unspecified) | -21% | ? | -5% | -12% | 0 | -3%
Cn1ccsc1=NC(=O)c1ccccc1OC(F)F | -57% | nt | -3% | -7% | -2 | -5%
C=CCN(C(=O)c1csnn1)C(C(=O)NC1CCCCC1)c1ccccc1F (stereo unspecified) | -12% | 1% | 0% | 6% | -39 | 5%
C=CCn1cnc2scc(-c3ccc(C)c(C)c3)c2c1=O | -2% | -5% | 3% | nt | 12 | -2%

This is a random part of the collection. Share with any hit: about 7.8%.
